Screens as filed in PubChem BioAssay.
PGK inhibitor – inhibitors of T. brucei phosphoglycerate kinase | P07378 | PGK/GAPDH coupled, Kinase-Glo luminescence, 60 min | Potency, µM (doses to about 57.5 µM), for inactives: at the top dose activity change, negative = inhibition, hits mostly inhibitors | 380,000 compounds, 0.043% hits | AID 602233; further: on the % scale 0 is the no-effect control and ±100 the full control effect; nearly all actives have a fitted effect of over 60% in size
Target sequence (P07378 whole entry, looked up): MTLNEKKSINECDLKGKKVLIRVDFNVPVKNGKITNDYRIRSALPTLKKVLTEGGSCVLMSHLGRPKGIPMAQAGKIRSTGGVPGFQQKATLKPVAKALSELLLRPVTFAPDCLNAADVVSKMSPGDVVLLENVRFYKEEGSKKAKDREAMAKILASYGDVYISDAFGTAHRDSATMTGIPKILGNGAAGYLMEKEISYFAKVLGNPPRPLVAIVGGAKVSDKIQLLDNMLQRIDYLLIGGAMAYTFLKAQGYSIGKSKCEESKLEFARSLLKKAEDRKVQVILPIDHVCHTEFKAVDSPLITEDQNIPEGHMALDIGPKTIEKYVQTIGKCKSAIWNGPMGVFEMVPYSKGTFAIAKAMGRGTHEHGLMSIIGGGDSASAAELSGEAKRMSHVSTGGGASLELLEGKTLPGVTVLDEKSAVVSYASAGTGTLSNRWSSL
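Luminescent ATP detection (Kinase-Glo Plus) follows a 60-minute room-temperature incubation, with wells lacking PGK as controls. Buffer: 100 mM TEA (pH 7.6), 5 mM MgCl2, 0.01% Tween-20. Coupling enzyme GAPDH (100 nM final) supplies unstable 1,3-BPG in-well.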
HP1b chromo inh – blocks HP1-beta chromodomain binding to methylated histone tails; P83916; AlphaScreen HP1-beta / biotin-H3K9me3 peptide binding; Potency, µM (doses to about 114 µM), for inactives: at the top dose activity change, negative = inhibition, usual class: inhibitors; 390,000 compounds, 0.56% hits; further: nearly all actives have a fitted effect of over 70% in size; inactives centre near 23
Target sequence (P83916 whole entry, looked up): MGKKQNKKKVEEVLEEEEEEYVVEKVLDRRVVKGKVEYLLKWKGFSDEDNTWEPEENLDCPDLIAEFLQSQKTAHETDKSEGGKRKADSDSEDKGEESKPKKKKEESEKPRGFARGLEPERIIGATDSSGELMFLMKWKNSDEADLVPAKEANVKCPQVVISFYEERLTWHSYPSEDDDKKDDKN
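HP1-beta protein (50 nM final) preincubated 30 min at room temperature with biotinylated H3(1-18)K9me3 peptide (50 nM) in PBS pH 7.4, 0.01% Tween-20, then compound added for 30 min. AlphaScreen streptavidin donor/nickel chelate acceptor beads (10 ug/mL final), 30 min dark, luminescence read.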
JMJD2A Tudor – JMJD2A Tudor domain (human) inhibition; O75164; AlphaScreen JMJD2A-Tudor / H3K4me3 peptide binding; Potency, µM (doses to about 114 µM), inactives show at the top dose activity change, negative = inhibition, usual class: inhibitors; 390,000 compounds, 4.4% hits; AID 504339; further: on the % scale 0 is the no-effect control and ±100 the full control effect; nearly all actives have a fitted effect of over 50% in size
GLS inhibitor – glutaminase GLS (human) inhibition. GLS enzymatic activity, qHTS titration. Potency, µM (highest dose often 45.5 µM), without a hit: at the highest dose activity change, negative = inhibition, actives largely listed as inhibitors. 410,000 compounds, 0.21% hits; further: on the % scale 0 is the no-effect control and ±100 the full control effect
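hKGA; 45 mM KH2PO4 pH 8.2 + 0.02% Tween-20; cpd via pin tool; 1 mM Gln soln; GluOx/HRP/Amplex Red; RT 30 min; fluor. t0 & final.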
G9a inh – blocks human histone lysine methyltransferase G9a. Q96KQ7. AID 504332. Potency, µM (top dose mostly 102 µM), without a hit: at the highest dose activity, negative = inhibition, hits mostly inhibitors. 350,000 compounds, 8.8% hits. G9a H3K9 monomethylation, AlphaScreen, 2 h; further: on the % scale 0 is the no-effect control and ±100 the full control effect; nearly all actives have a fitted effect of over 75% in size
Target sequence (Q96KQ7 913-1193 limits assumed): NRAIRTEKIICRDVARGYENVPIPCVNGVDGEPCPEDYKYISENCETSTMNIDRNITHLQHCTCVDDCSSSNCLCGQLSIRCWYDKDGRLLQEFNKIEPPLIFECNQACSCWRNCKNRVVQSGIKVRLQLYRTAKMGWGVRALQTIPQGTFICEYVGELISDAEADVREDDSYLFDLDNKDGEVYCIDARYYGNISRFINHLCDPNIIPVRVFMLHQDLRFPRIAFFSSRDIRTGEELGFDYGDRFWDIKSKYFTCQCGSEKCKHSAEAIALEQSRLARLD
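Signal arises when biotinylated H3K9 peptide, once monomethylated, bridges streptavidin donor and antibody-captured acceptor beads. Enzyme at 20 nM was preincubated 15 min with test compounds; peptide 500 nM and SAM 20 uM then reacted for 2 h.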
Pin1 inhibitor – inhibitors of human Pin1; Q13526; Pin1 FP peptide displacement, HiFluor488, 10 min; Potency, µM (series often up to 115 µM), for the others: top-dose activity, negative = inhibition, hits mostly inhibitors; 390,000 compounds, 0.009% hits; active means well fitted inhibition curve with a large enough effect in the polarisation, with a control signal flat, not every such curve was filed as active; inconclusive means small, poorly fitted or top-dose-only effect, or effect the other way, or a change in a side signal; inactive means no such curve, though single readings can be large or run the other way; the % refers to the polarisation; further: on the % scale 0 is the no-effect control and ±100 the full control effect
Target sequence (Q13526 whole entry, looked up): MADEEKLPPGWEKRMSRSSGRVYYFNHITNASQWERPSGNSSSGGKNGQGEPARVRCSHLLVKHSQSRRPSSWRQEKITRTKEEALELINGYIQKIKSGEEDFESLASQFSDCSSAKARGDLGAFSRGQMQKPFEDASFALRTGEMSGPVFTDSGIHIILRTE
BLM helicase inh – blocks DNA unwinding by human BLM helicase; recombinant BLM DNA unwinding, fluorescence dequenching; P54132; 350,000 compounds, 0.2% hits; Potency, µM (series often up to 56.1 µM), inactives show top-dose activity change, negative = inhibition, usual class: inhibitors; AID 2528;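 further: plate controls were vehicle for no effect and no enzyme for full effect; nearly all actives have a fitted effect of over 35% in size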
POLI inh – blocks human DNA polymerase iota activity; Potency, µM (top dose mostly 115 µM), for inactives: at the highest dose activity, negative = inhibition, actives largely listed as inhibitors; AID 588590; Pol iota fluorescent replication assay, 10 min; 390,000 compounds, 1% hits; Q9UNA4
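Pol iota at 10 nM preincubated 15 min with compounds at room temperature; reaction started with fluorescent substrate, 50 nM final. Fluorescence read kinetically at 0 and 10 min; buffer-only wells as negative control.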
BAZ2B block – BAZ2B (human) inhibition; 360,000 compounds, 4.4% hits; Q9UIF8; Potency, µM (series often up to 114 µM), without a hit: at the top dose activity change, negative = inhibition, hits mostly inhibitors; AlphaScreen BAZ2B-H3K14Ac peptide displacement; AID 504333; further: on the % scale 0 is the no-effect control and ±100 the full control effect; nearly all actives have a fitted effect of over 60% in size
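In this displacement format the biotinylated H3(5-23) peptide acetylated at Lys14 serves as ligand at 50 nM, with BAZ2B at 50 nM in PBS pH 7.4 containing 0.01% Tween-20. Donor and acceptor beads are 10 ug/mL final.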
An asterisk follows results filed as active; i = inactive; ? = inconclusive; nt = not tested or not shown; [ ] = another dose, or the depositor's remark. Unless noted, the call rests on the fitted dose curve; in most records, active means well fitted curve in the direction sought with a large enough effect; inconclusive means small, poorly fitted or top-dose-only effect, or another doubt; inactive means no such curve, though single readings can be large; an effect the other way counts as inactive or inconclusive. Potency means the concentration at half of the fitted maximal effect. These rows are one share of the data; the hit share may differ from the screen's.

Sequence of screens: PGK inhibitor, HP1b chromo inh, JMJD2A Tudor, GLS inhibitor, G9a inh, Pin1 inhibitor, BLM helicase inh, POLI inh, BAZ2B block
(1) O=C(CS(=O)(=O)c1c[nH]c2ccccc12)Nc1ccc2c(c1)OCCO2
    nt, 16%, -28%, 2%, ?, ?, -1%, 30%, -2%
(2) Cn1c2ccccc2c2nnc(SC3CCOC3=O)nc21 (stereo unspecified)
    -1%, ?, -19%, 0%, 14%, -2%, 2%, 44%[activator], 6%
(3) CC1CCN(S(=O)(=O)c2ccc3c(c2)c(=O)c(C(=O)N2CCCCC2)cn3C)CC1
    1%, 34%, -4%, -8%, -18%, 5%, 3%, 9%, 15%
(4) Cc1cc(C)cc(N(CCC(=O)O)S(=O)(=O)c2ccc3ccccc3c2)c1
    i, 41%, -2%, 7%, -4%[59 µM], -9%, -2%, -20%, -7%
(5) Cc1ccc(NS(=O)(=O)c2cccs2)nc1
    -5%, 32%, -12%, 1%, 99%[activator], -13%, 1%, 25%, 6%
(6) O=C(O)c1[nH]c2ccccc2c1C=NCc1ccccc1Cl
    -3%, 29%, -12%, 3%, 56µM*, 22%, 1%, -4%, -13%
(7) COc1ccc(S(=O)(=O)O)cc1P(=O)(c1ccccc1)c1ccccc1
    3%, 16%, -17%, -8%, 3%, -7%, -1%, 21%, -13%
(8) CN(C)c1ccc(-n2cccc2/C=C2/SC(=Nc3ccc(F)cc3)NC2=O)cc1
    -5%, 17%, -21%, 19%, -3%, 0%, 2%, 6%, 2%
(9) COC(=O)c1sc(S(=O)(=O)NCC(=O)O)c(C(=O)OC)c1C
    -1%, 8%, -1%, -13%, 71µM*, -2%, -2%, 3%, ?
(10) Cc1ccc(NC(=O)CCC(=O)OCC(=O)c2ccc(-c3ccccc3)cc2)cc1
    3%, 50%[activator], -8%, 2%, -19%[59 µM], 20%, -16%, -8%, 7%
(11) O=C(CSC(=S)N1CCOCC1)Nc1nc(-c2ccccc2)c(-c2ccccc2)o1
    -4%, 39%[activator], 4%, -2%, 0%[59 µM], 5%, -3%, 2%, -2%
(12) CC(=O)N[C@@H](Cc1c[nH]c2ccccc12)C(=O)NC1CCCc2ccccc21 (stereo partly specified)
    -6%, -4%, -5%, 17%, -3%, -8%, -2%, 30%, -4%
(13) Cn1c2ccccc2c(=O)c2ccc(NCc3ccc4c(c3)OCO4)cc21
    -10%, 18%, -27%, 7%, nt, 17%, nt, 2%, nt
(14) COc1ccc(C)cc1NC(=O)NNC(=O)c1ccoc1C
    -6%, 35%, -5%, 2%, 4%, 3%, -4%, 20%, -6%
(15) C(=NN=C1c2ccccc2-c2ccccc21)c1ccc2c(c1)OCO2
    -1%, 50µM*, 20µM*, 7%, nt, -6%, nt, 13%, nt
(16) CC1(c2nnc(-c3ccncc3)o2)CC(c2ccc([N+](=O)[O-])cc2)=NO1 (stereo unspecified)
    6%, 42%, -22%, 6%, ?, 4%, 0%, 5%, ?
(17) O=C(O)c1ccc(N2CC3CC(C2)c2cccc(=O)n2C3)c(NC(=S)Nc2ccc(Br)cc2)c1 (stereo unspecified)
    -10%, -23%, -21%, 4%, 32µM*, 4%, -10%, 2%, 2%
(18) O=C(NCCN1CCOCC1)c1ccc(Cl)c(S(=O)(=O)N2CCCC2)c1
    -6%, 31%, -9%, 8%, nt, -10%, 0%, 11%, 4%
(19) Cc1nn(-c2nc(-c3ccc(F)cc3)cc(C(F)(F)F)n2)c(C)c1Br
    6%, 56%[activator], 24%, 0%, 38%[59 µM], 9%, -10%, 26%, 25%
(20) C=CCN(CC=C)S(=O)(=O)c1ncn[nH]1
    -9%, 15%, -34%, -1%, ?, -5%, -3%, ?, 79µM*

2 compounds drawn at random from the list so far:
Sequence of screens: PGK inhibitor, HP1b chromo inh, JMJD2A Tudor, GLS inhibitor, G9a inh, Pin1 inhibitor, BLM helicase inh, POLI inh, BAZ2B block
(7) COc1ccc(S(=O)(=O)O)cc1P(=O)(c1ccccc1)c1ccccc1
    3%, 16%, -17%, -8%, 3%, -7%, -1%, 21%, -13%
(20) C=CCN(CC=C)S(=O)(=O)c1ncn[nH]1
    -9%, 15%, -34%, -1%, ?, -5%, -3%, ?, 79µM*

The results go on.
Sequence of screens: PGK inhibitor, HP1b chromo inh, JMJD2A Tudor, GLS inhibitor, G9a inh, Pin1 inhibitor, BLM helicase inh, POLI inh, BAZ2B block
(21) COCC(=O)N1CCC(Oc2ccc(C(=O)N3C[C@@H](C)O[C@@H](C)C3)cc2)CC1
    6%, 25%, 1%, -2%, -4%, 4%, -1%, 5%, 1%
(22) COc1cccc(Cn2cc(C(=O)c3ccc(Cl)cc3)c(=O)c3ccccc32)c1
    i, 20%, -27%, -1%, -4%[59 µM], 0%, -7%, 2%, -19%
(23) O=C(CSc1nc2ccccc2s1)Nc1ccc2c(c1)OCO2
    4%, 30%, -18%, -1%, 0%[59 µM], ?, -3%, -5%, -9%
(24) Cc1ccccc1NC(=O)Cc1nc(COC(=O)/C=C/c2ccccc2)cs1
    1%, 45%[activator], 3%, 3%, -33%, 38%[activator], nt, 18%, -1%
(25) O=C(NCc1ccco1)c1cnn2c1NC(c1ccc(Br)cc1)CC2C(F)(F)F (stereo unspecified)
    -13%, ?, ?, ?, 50µM*, -3%, -18%, -18%, ?
(26) CN(Cc1ccc(Cl)cc1Cl)C(=O)CN1C(=O)NC2(CCCC2)C1=O
    0%, 39%, -2%, -6%, 35µM*, -4%, nt, 1%, -2%
(27) CCOc1ccccc1NC(=O)c1c(NC(=O)c2ccncc2)sc2c1CCC(C(C)(C)C)C2 (stereo unspecified)
    -4%, 50%[activator], 5%, -6%, -41%[59 µM], 0%, 0%, ?, -14%
(28) Cc1cc(S(=O)(=O)NC(C)C)ccc1OCC(=O)NCc1ccccc1
    -3%, 26%, -8%, 2%, nt, 0%, 1%, 56%[activator], -39%
(29) Cc1nc2ccc(S(=O)(=O)NCC(=O)N3CCC(N4CCCCC4)CC3)cc2s1
    1%, 45%[activator], 4%, -1%, 5%[59 µM], -10%, -1%, 18%, 13%
(30) Cc1nn(-c2ccc(C(=O)Nc3nnc(C4CC4)s3)cc2)c(C)c1Cl
    -11%, 37%, -6%, 12%, -7%[59 µM], 1%, 1%, 13%, 0%
(31) CC(=Nc1cccc(C)c1)c1sc2ccccc2c1O
    -4%, 27%, ?, 6%, -22%, ?, -8%, 14%, -9%
(32) Cc1ccc(S(=O)(=O)C2C(=O)NC3(C)CC2c2ccccc2O3)cc1 (stereo unspecified)
    -5%, 25%, -16%, 3%, 26%[59 µM], 0%, 0%, 13%, 4%
(33) O=C(CCC1CCCN(C(=O)COc2ccccc2)C1)N1CCN(c2ccccn2)CC1 (stereo unspecified)
    -5%, 38%, -7%, 1%, 6%, 1%, 1%, 26%, -2%
(34) O=C(NCCC1CCCCN1S(=O)(=O)c1ccc(F)cc1)C(=O)NCc1ccncc1 (stereo unspecified)
    1%, 25%, -4%, 0%, 6%[0.501 µM], -1%, nt, 54%[activator], -7%
(35) CCc1ccc(N(C(=O)CCC(=O)Nc2cc(C)on2)C(C(=O)NC(C)(C)C)c2ccc(OC)cc2)cc1 (stereo unspecified)
    -3%, 25%, -8%, -6%, -4%, -8%, -1%, 23%, 2%
(36) CN1CCN(C(=O)Cn2ncc3c4ccccc4n(Cc4ccc(F)cc4)c3c2=O)CC1
    -5%, 34%, -7%, 2%, 5%[59 µM], 0%, 1%, 14%, -4%
(37) C/C=C/c1ccc(OCCCCN2CCN(CC)CC2)c(OC)c1
    i, ?, 20µM*, 4%, nt, -8%, 3%, 49%, 25µM*
(38) Cc1ccc(CNC(=O)CCCCCn2c(=O)c3sccc3n(CC(=O)N3CCCCC3C)c2=O)cc1 (stereo unspecified)
    nt, 45%[activator], 9%, -7%, -2%[59 µM], -1%, -2%, -19%, 0%
(39) CC1CN(C(=O)COC(=O)c2cnc(Cl)c(Cl)c2)CC(C)O1 (stereo unspecified)
    -4%, 11%, ?, 1%, nt, -6%, nt, 21%, nt
(40) COCc1c(C(=O)N/N=C/c2cccc3ccccc23)nnn1-c1nonc1N
    -5%, 14%, -1%, -2%, 6%, 2%, -3%, -13%, -12%
(41) CC(C)CC(c1nnnn1C(C)C)N1CCN(c2cccc(Cl)c2)CC1 (stereo unspecified)
    2%, 58%[activator], -1%[11.4 µM], 1%, -32%[59 µM], ?, -7%, 7%, -13%
(42) COc1ccc(N(Cc2ccccc2)C(=O)CSc2nnc(Cn3nnc4ccccc43)o2)cc1
    -5%, 13%, -13%, -1%, 11%, -11%, -5%, -1%, -2%
(43) COc1ccc(/C=N/Nc2ccc([N+](=O)[O-])cc2)cc1O
    -9%, ?, ?, -1%, ?, ?, -15%, 26%, 50µM*

Structures from the list above that contain a Cl atom (7):
Sequence of screens: PGK inhibitor, HP1b chromo inh, JMJD2A Tudor, GLS inhibitor, G9a inh, Pin1 inhibitor, BLM helicase inh, POLI inh, BAZ2B block
(6) O=C(O)c1[nH]c2ccccc2c1C=NCc1ccccc1Cl
    -3%, 29%, -12%, 3%, 56µM*, 22%, 1%, -4%, -13%
(18) O=C(NCCN1CCOCC1)c1ccc(Cl)c(S(=O)(=O)N2CCCC2)c1
    -6%, 31%, -9%, 8%, nt, -10%, 0%, 11%, 4%
(22) COc1cccc(Cn2cc(C(=O)c3ccc(Cl)cc3)c(=O)c3ccccc32)c1
    i, 20%, -27%, -1%, -4%[59 µM], 0%, -7%, 2%, -19%
(26) CN(Cc1ccc(Cl)cc1Cl)C(=O)CN1C(=O)NC2(CCCC2)C1=O
    0%, 39%, -2%, -6%, 35µM*, -4%, nt, 1%, -2%
(30) Cc1nn(-c2ccc(C(=O)Nc3nnc(C4CC4)s3)cc2)c(C)c1Cl
    -11%, 37%, -6%, 12%, -7%[59 µM], 1%, 1%, 13%, 0%
(39) CC1CN(C(=O)COC(=O)c2cnc(Cl)c(Cl)c2)CC(C)O1 (stereo unspecified)
    -4%, 11%, ?, 1%, nt, -6%, nt, 21%, nt
(41) CC(C)CC(c1nnnn1C(C)C)N1CCN(c2cccc(Cl)c2)CC1 (stereo unspecified)
    2%, 58%[activator], -1%[11.4 µM], 1%, -32%[59 µM], ?, -7%, 7%, -13%
